Screens from PubChem.
STEP block – STEP (human) phosphatase inhibition. recombinant STEP, OMFP fluorogenic substrate, fluorescence. inhibition, % at 20 µM. P54829. hit rate 0.25% among 360,000;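 active = inhibition at 20 µM, scaled per plate between control wells, above about 37%, limit read from the data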;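 also: 0% = DMSO with enzyme and substrate and 100% = substrate only without enzyme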
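material = STEP tyrosine phosphatase | reagent = fluorogenic phosphatase substrate OMFP at 25 µM final | doses = single compound dose of 20 µM, 1% DMSO final | schedule = 20 min reaction, room temperature, in the dark | measured by = fluorescence, 480/540 nm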
Rpn11 inh – inhibitors of human proteasome Rpn11. O00487. human 26S proteasome, Ub4-pepOG fluorescence polarization; 20S core pre-blocked with epoxomicin. calls only at 20 µM. hit rate 0.59% among 360,000. AID 588493;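 active = inhibition at 20 µM, scaled to each plate's controls, above about 33%, limit read from the data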
Scp-1 inhibitor – blocks human Scp-1 phosphatase activity. inhibition, % at 20 µM. AID 493091. Recombinant Scp1, phosphopeptide, malachite green phosphate absorbance. Q9GZU7. hit rate 0.88% among 340,000;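 active = inhibition above about 50% at 20 µM, limit read from the data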;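 also: plate controls were DMSO wells with enzyme for no effect and wells lacking enzyme for full effect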
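Test system: SCP-1 phosphatase catalytic domain, residues 76-261; measured by: colorimetric phosphate reagent with accelerator and stabiliser, absorbance at 630 nm; timing: enzyme reaction 45 min at room temperature, colour 5 min, stabilisation 30 min; also added: Phosphorylated 17-residue peptide substrate; compound dosing: one concentration, 20 µM, with 1.0% DMSO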
LMPTP inh – blocks human LMPTP phosphatase. recombinant LMPTP-A, OMFP fluorogenic substrate, fluorescence intensity. inhibition, % at 20 µM. hit rate 0.22% among 360,000;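 active = compounds that cut the enzyme signal by at least half of the control window in the single-dose screen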;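 also: plate controls were DMSO wells with enzyme plus substrate for no effect and substrate without enzyme for full effect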
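Test system: LMPTP-A, protein tyrosine phosphatase of low molecular weight; Input: 0.625 nM enzyme; Incubation: 50 min dark incubation at room temperature; Signal: endpoint fluorescence intensity from OMFP dephosphorylation; Read-out basis: % inhibition versus control wells.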
CendR NRP1 mod – modulators of CendR peptide binding to human neuropilin-1 | hit rate 0.85% among 360,000 | O14786 | FAM-RPARPAR peptide binding to NRP-1, fluorescence polarization | inhibition, % at 25 µM;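 active = inhibition or corrected inhibition above about 18%, plus a signal ratio from 0.5 to 1.5, limit read from the data, passing the limit was not always enough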; also: strong numbers were not always called active
SKN-1 inh – blocks SKN-1 activity in C. elegans | hit rate 0.49% among 360,000 | inhibition, % at 21.8 µM | C. elegans VP596 Pgst-4::GFP/RFP ratio, acrylamide-induced, 24 h | AID 624304;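 active = interference check ratio from 0.5 to 1.5 plus GFP to RFP signal ratio inhibition reaching or exceeding a fixed threshold, cut at about 30% in these data, passing the limit was not always enough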; also: some compounds called inactive have numbers as strong as hits
DNMT1 inh – DNMT1 (human) enzyme inhibition; P26358; DNMT1 molecular beacon, Hinp1I cleavage, fluorescence; inhibition (reported as % activation of signal), % at 10 µM; hit rate 0.83% among 360,000; in the data active = inhibition above about 50%
Target sequence (P26358 504-1616 limits assumed): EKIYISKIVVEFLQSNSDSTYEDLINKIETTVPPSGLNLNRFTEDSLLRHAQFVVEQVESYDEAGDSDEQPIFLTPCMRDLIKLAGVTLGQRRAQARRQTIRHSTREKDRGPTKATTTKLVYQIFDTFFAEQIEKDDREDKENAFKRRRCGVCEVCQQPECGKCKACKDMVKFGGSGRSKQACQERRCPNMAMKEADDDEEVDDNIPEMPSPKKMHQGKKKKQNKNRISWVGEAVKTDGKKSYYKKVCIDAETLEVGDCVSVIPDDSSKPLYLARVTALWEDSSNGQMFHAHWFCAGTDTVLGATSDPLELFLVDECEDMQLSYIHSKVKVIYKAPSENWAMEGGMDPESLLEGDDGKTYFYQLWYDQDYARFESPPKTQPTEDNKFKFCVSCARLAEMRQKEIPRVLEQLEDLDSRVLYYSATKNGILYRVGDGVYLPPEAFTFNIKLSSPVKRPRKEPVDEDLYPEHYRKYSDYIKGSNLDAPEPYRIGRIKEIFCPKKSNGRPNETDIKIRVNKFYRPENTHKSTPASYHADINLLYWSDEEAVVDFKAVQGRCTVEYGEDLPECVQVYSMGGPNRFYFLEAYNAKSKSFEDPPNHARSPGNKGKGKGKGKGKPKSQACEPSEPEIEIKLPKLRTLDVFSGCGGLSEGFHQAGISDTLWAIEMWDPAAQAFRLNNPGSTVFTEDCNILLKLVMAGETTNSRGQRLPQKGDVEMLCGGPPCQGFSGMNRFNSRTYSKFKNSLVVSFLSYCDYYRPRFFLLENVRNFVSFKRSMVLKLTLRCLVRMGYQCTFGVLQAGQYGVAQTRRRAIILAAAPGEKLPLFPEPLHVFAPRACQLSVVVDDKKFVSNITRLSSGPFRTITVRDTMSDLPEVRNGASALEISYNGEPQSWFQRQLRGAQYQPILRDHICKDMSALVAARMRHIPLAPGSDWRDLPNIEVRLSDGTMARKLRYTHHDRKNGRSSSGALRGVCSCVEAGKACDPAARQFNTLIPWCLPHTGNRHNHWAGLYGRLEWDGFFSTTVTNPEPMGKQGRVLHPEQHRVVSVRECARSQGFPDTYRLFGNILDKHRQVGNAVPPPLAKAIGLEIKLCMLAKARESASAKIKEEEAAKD
NadD block – NadD (S. aureus) enzyme inhibition | purified NadD enzyme, colorimetric absorbance read-out | inhibition, % at 20 µM | AID 602399 | hit rate 0.78% among 360,000; in the data active = inhibition above about 26%; also: some compounds past the cut are filed as inactive
SUMO1 PPI mod – alters human SUMO1 binding to SIM partners; AID 602429; hit rate 0.33% among 360,000; SUMO1 binding to a labelled peptide, TR-FRET, 1 h; inhibition, % at 20 µM; P63165; in the data active = inhibition above about 37%
MT1-MMP act inh – MT1-MMP (human) activation inhibition. hit rate 0.061% among 360,000. HT1080 RFP-PRO-GFP cells, GFP/RFP ratio fluorescence, overnight; percent of plate control window, DMSO zero. GFP/RFP ratio change, % at 20 µM;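 active = GFP/RFP ratio change of at least 30% with cell ATP level not reduced by more than half and red fluorescence within 50% of control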; also: strong numbers were not always called active
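system = RFP-PRO-GFP reporter HT1080 cells | dosing = 20 µM single dose, 1% DMSO | timing = overnight cell settling, then overnight compound exposure, 37 °C, 5% CO2 | read-out basis = GFP/RFP fluorescence ratio | controls = DMSO and RFP-L50D-GFP cell wells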
The depositor's hits bear a star; i = inactive; · = no result given.

SMILES	STEP block	Rpn11 inh	Scp-1 inhibitor	LMPTP inh	CendR NRP1 mod	SKN-1 inh	DNMT1 inh	NadD block	SUMO1 PPI mod	MT1-MMP act inh
CCOc1ccc2nc(SCC(=O)c3cccs3)sc2c1	3.6	i	-13.1	1.9	-4.1	12.2	-4.1	-1.8	-2.0	3.8
O=[N+]([O-])c1ccc(N2CCN(c3ccccn3)CC2)c(Cl)c1	0.5	i	-5.5	4.8	-6.8	5.0	-2.6	-3.9	-23.8	2.5
O=C(NCc1ccncc1)c1cc(S(=O)(=O)N2CCOCC2)c(Cl)cc1Cl	-2.4	i	-6.2	-1.1	3.2	-9.6	1.7	-3.8	3.9	0.4
CCN1CCN(CCCNC(=O)CCC(=O)N2CC(C)Oc3ccc(C)cc32)CC1 (stereo not drawn)	-0.4	i	-6.5	-4.3	7.8	-6.9	2.4	-3.9	-4.9	-0.2
CCc1ccccc1NC(=O)CNC(=O)c1ccc(OCc2cn3ccccc3n2)cc1	-2.1	i	1.8	4.5	6.9	-1.6	4.1	-4.4	11.3	-3.8
O=C(NC(=O)N1CCCC1)c1csnn1	2.3	i	-10.5	0.5	-0.2	-0.6	3.9	-4.9	-1.0	-1.4
Cc1cc2c(c(N3CCOCC3)n1)C(=O)OC2	-1.6	i	5.6	-2.9	12.0	-18.3	-1.4	-0.9	11.1	0.0
O=C1c2ccccc2COc2ccc(O)cc21	-0.9	i	-10.4	-0.2	6.1	-11.6	-5.2	0.3	-7.4	-0.7
NC(=O)c1ccsc1NC(=O)CSc1nnc(NC2CC2)s1	-1.0	i	0.0	-0.5	4.6	6.2	1.0	-4.2	1.0	2.8
Cc1ccc(-c2nc(-c3cccnc3)no2)cc1	-1.2	i	-2.6	-2.1	-6.8	3.5	0.5	-0.1	-0.7	-2.5
Cc1ccc(OCC(=O)Nc2cccc3c2CCCC3)cc1C	3.3	i	3.2	2.9	0.7	27.3	-1.6	-6.8	-0.4	-6.0
Cc1ccc(Cn2nnc3c(=O)n(CC(=O)NCc4ccccc4)cnc32)cc1	1.6	i	-1.7	-0.5	-1.3	6.3	-2.3	-4.2	-2.2	-7.9
COc1ccc(S(=O)(=O)N2CCC[C@@H]2C(=O)N2CCC[C@H]2C(=O)NCc2ccncc2)cc1C	·	·	·	-1.2	12.5	8.3	·	0.2	9.0	2.1
CCc1nccn1S(=O)(=O)c1cc(OC)ccc1OC	-2.8	i	5.5	-0.6	1.4	17.4	-0.1	3.2	6.8	-0.9
CCCCCCOc1ccc(/C=C/C(=O)N2CCOCC2)cc1OC	0.5	i	-11.4	-0.5	-1.3	-4.7	-3.6	-0.6	-10.2	3.8
COc1ccc(CN(C)CC(=O)Nc2ccccc2C(=O)NC2CC2)cc1F	-2.3	i	-5.2	-0.8	3.6	8.9	-3.7	-3.4	1.5	5.3
CCOCCc1nnc(NC(=O)Cc2c(F)cccc2Cl)s1	-4.0	i	2.9	-1.3	6.0	3.4	2.9	-0.2	-0.2	-0.4
CCCNC(=O)COC(=O)c1ccccc1C(=O)c1ccc(Cl)c([N+](=O)[O-])c1	-1.1	i	19.4	-0.6	0.9	-10.0	8.2	-3.6	-11.8	-11.2
O=C(c1cn(-c2ccccc2)nc1-c1cccs1)N1CCN(c2ccccn2)CC1	-2.3	i	-3.6	1.1	-6.2	2.1	-7.7	-2.1	-2.3	4.3
C/C(N)=C(/C#N)C(=O)COC(=O)c1cc2c(s1)CCCC2	9.6	i	0.2	0.4	3.9	-2.0	-3.8	-7.9	7.2	2.9
CC(C)N1C(=O)CCC1C(=O)NCc1ccccc1Cl (stereo not drawn)	-1.8	i	-9.1	-1.5	-2.2	-15.5	1.8	4.7	2.2	-0.5
COc1ccccc1-c1cnn2c(N3CCOCC3)cc(C)nc12	-2.1	i	-15.6	-2.5	-5.6	30.6	0.0	-5.7	-1.6	2.3
CCOC(=O)C1=C(C)NC(=S)NC1/C=C/c1ccccc1 (stereo not drawn)	0.9	i	-2.7	0.1	10.2	-11.0	-4.4	2.1	4.6	-4.0
Cc1ccc2c(CC(=O)N3CCN(c4ccccc4)CC3)coc2c1	-5.4	i	-2.3	1.3	-1.7	-3.5	-1.1	-0.1	1.4	2.3
CC(NC(=O)COc1ccccc1)C(=O)NCc1ccccc1Cl (stereo not drawn)	1.7	i	-7.2	0.3	8.5	-11.6	2.5	-3.1	3.2	1.6
Cc1ccc(-c2csc(NC(=O)c3ccc(-c4ccccc4)cc3)n2)o1	-4.7	i	-15.3	1.1	-13.1	0.1	-8.7	9.9	-2.1	2.8
CCOc1cc(CNn2cnnc2)cc(Br)c1OCC(=O)NC(C)(C)C	2.3	i	-7.3	-0.7	-1.6	19.1	0.0	4.2	4.5	-0.6
c1ccc(-c2ccc3[nH]ccc3c2)cc1	0.7	i	-4.9	1.4	-9.1	28.5	-26.5	-1.9	8.9	1.9
COc1cccc(CNC(=O)CCNS(=O)(=O)c2ccc(C)cc2)c1	-0.7	i	-2.0	-0.3	-12.4	5.7	-1.0	3.3	-12.3	0.1
CCOC(=O)N1CCC(C(=O)Nc2ccc(OCC)cc2)CC1	2.6	i	-6.5	-0.9	-8.8	-12.6	1.7	-4.1	-0.8	-2.7
O=C(CNC(=O)c1ccc(Br)o1)NNC(=O)c1ccc(Br)cc1	2.6	i	9.3	-2.0	1.6	-0.9	-0.5	-2.7	2.6	0.2
Cc1ccc(/C=N/NC(=O)c2ccco2)cc1	-3.6	i	-0.7	-2.3	-22.5	-7.5	2.8	-10.6	-8.2	-0.3
O=Cc1ccc2noc(-c3ccc(Cl)cc3)c2c1	2.6	i	-13.9	2.1	-28.7	3.1	-1.9	1.1	-8.3	-9.5
CCC1S/C(=N/N=C/c2ccco2)N(Cc2ccc(F)cc2)C1=O (stereo not drawn)	0.2	i	-2.2	4.2	2.0	4.0	-2.2	-5.8	-6.7	-1.2
Cc1cc(C)c(S(=O)(=O)Nc2ccccc2C(=O)OCC(=O)NCc2ccccc2)c(C)c1	2.5	i	-4.4	5.2	-0.6	6.5	-7.3	-9.2	-1.1	1.4
Cc1cc(/C=C(\C#N)C(=O)Nc2ccccc2)c(C)n1-c1ccc(C(=O)O)cc1	3.6	i	-5.8	-0.3	0.3	-7.3	3.1	-7.2	-19.3	-2.7
N#Cc1ccc(CN2CCN(C(=O)CN3C(=O)NC4(CCCC4)C3=O)CC2)cc1	-1.4	i	-6.2	0.7	-10.2	-0.8	2.7	-4.9	-2.5	0.7
CCc1ccc(C(=O)CSc2ncn[nH]2)cc1	1.3	i	-0.1	1.0	1.5	11.8	-0.5	-3.9	-0.2	-0.4
O=C(Nc1cccc(NC(=O)N2CCN(c3ccccc3)CC2)c1)N1CCN(c2ccccc2)CC1	3.0	i	-0.3	-1.6	1.5	16.5	-7.3	9.7	-2.1	-2.2
Cc1ccc(CNC(=O)[C@H]2O[C@@H](n3ccc(N)nc3=O)[C@H](O)[C@@H]2O)o1	-1.6	i	·	-0.1	-0.2	8.2	-1.9	-3.0	1.4	1.3
CC1(c2nnc(-c3cccc(Cl)c3)o2)CC(c2ccc(OC(F)(F)F)cc2)=NO1 (stereo not drawn)	4.9	i	-8.6	1.8	17.1	21.7	3.5	-4.2	5.9	0.4
COc1ccc(NC(=O)c2ccccc2S(=O)c2ccccc2C#N)cc1 (stereo not drawn)	12.3	i	0.4	1.0	3.0	9.0	3.2	4.6	2.0	0.9
O=[N+]([O-])c1ccc(/C=C/C2=NN(c3ccccc3)C(c3ccco3)C2)cc1 (stereo not drawn)	-0.9	·	-12.4	7.7	-182.3	31.4	6.6	11.1	-28.4	-12.3
CC1CCC(NC(=O)C2CCC(CNS(=O)(=O)c3cccc4cccnc34)CC2)CC1 (stereo not drawn)	-0.2	i	-4.0	1.2	21.3*	-11.0	-1.4	0.2	3.1	4.3
C=CCOc1ccc(CN(C)CC(O)COc2ccc(CCC(C)=O)cc2)cc1 (stereo not drawn)	3.8	i	-2.8	-1.0	-7.0	14.2	2.2	-5.0	-6.0	-1.9
O=C(O)CCSc1nnc(SCC(=O)NC2CCS(=O)(=O)C2)s1 (stereo not drawn)	-2.7	i	101.4*	-0.4	-8.5	3.2	4.2	-4.0	2.6	0.6
CC(C)C(=O)Nc1nnc(SCC(=O)NCc2cccs2)s1	2.1	i	-0.3	1.0	4.3	13.9	-2.1	4.3	-5.8	2.5
NC(=O)c1ccc(NC(=O)CCN=C2NS(=O)(=O)c3ccccc32)cc1	-0.6	i	-3.4	-0.1	-6.7	-5.4	0.2	-0.3	2.6	-2.3
Cc1sc2ncnc(SCC(=O)NNC(=O)COc3cccc4ccccc34)c2c1C	3.6	i	-4.9	-0.4	-2.0	-8.8	44.6	20.3	-4.4	-2.4
NS(=O)(=O)c1ccc(C(=O)Nc2ccc(-c3nc4cccnc4s3)cc2)cc1	-1.7	i	-7.4	1.3	-25.5	5.7	-3.5	25.7	2.2	6.3
COc1cccc(S(=O)(=O)N2CCOCC2)c1	-0.7	i	-1.8	-0.3	0.4	2.3	10.8	-2.2	-0.8	4.7
CCCCOc1ccc(C(=O)NCC(=O)NCC2CCCO2)cc1 (stereo not drawn)	2.9	i	-1.8	-0.4	-2.6	-1.2	0.3	-0.6	-2.8	4.1
Cc1ccc(-c2csc3ncn(CC#N)c(=O)c23)cc1C	19.8	i	48.1	11.3	-2.6	17.1	20.7	11.2	22.6	0.8

Full records, quoted from the list. Screens in order: STEP block | Rpn11 inh | Scp-1 inhibitor | LMPTP inh | CendR NRP1 mod | SKN-1 inh | DNMT1 inh | NadD block | SUMO1 PPI mod | MT1-MMP act inh
Cc1ccc(-c2csc(NC(=O)c3ccc(-c4ccccc4)cc3)n2)o1 is listed with -4.7 | i | -15.3 | 1.1 | -13.1 | 0.1 | -8.7 | 9.9 | -2.1 | 2.8
CCc1nccn1S(=O)(=O)c1cc(OC)ccc1OC is listed with -2.8 | i | 5.5 | -0.6 | 1.4 | 17.4 | -0.1 | 3.2 | 6.8 | -0.9
Cc1cc(C)c(S(=O)(=O)Nc2ccccc2C(=O)OCC(=O)NCc2ccccc2)c(C)c1 is listed with 2.5 | i | -4.4 | 5.2 | -0.6 | 6.5 | -7.3 | -9.2 | -1.1 | 1.4
Cc1ccc(Cn2nnc3c(=O)n(CC(=O)NCc4ccccc4)cnc32)cc1 is listed with 1.6 | i | -1.7 | -0.5 | -1.3 | 6.3 | -2.3 | -4.2 | -2.2 | -7.9
